# Source: PubChem BioAssay (Sanford-Burnham Center for Chemical Genomics)
# HKDC1 inhibitor – inhibitors of human hexokinase HKDC1; recombinant HKDC1, G6PDH/diaphorase resazurin coupled fluorescence; inhibition, % at 20 µM; hit rate 0.16% among 340,000;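 active means inhibition above about 35% when tested at 20 µM, limit read from the data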;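 further: plate controls were DMSO wells with enzyme for no effect and DMSO wells lacking enzyme for full effect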
#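 Test system: HK5 enzyme. Quantity: 5 µg/mL HK5 final. Reagent: glucose and ATP substrates. Schedule: 90 min reaction incubation at room temperature, dark. Technique: resazurin-to-resorufin fluorescence via G6PDH and diaphorase coupling, 525/613 nm. Control set: DMSO wells with and without enzyme mix.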
# PfGluPho inh – PfG6PD (Plasmodium falciparum) enzyme inhibition. AID 504690. inhibition, % at 20 µM. PfGluPho enzyme, NADPH resazurin-diaphorase fluorescence. hit rate 0.78% among 350,000;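 active means inhibition reaching at least a set limit at 20 µM in the primary screen, cut at about 59% in these data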;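 further: 0% = DMSO wells with substrate and 100% = DMSO wells lacking glucose-6-phosphate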
# mIAP block – mouse IAP inhibition; purified mouse IAP, CDP-Star luminescence, 30 min; inhibition, % at 10 µM; hit rate 0.2% among 330,000;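 active means inhibition of at least 40% at 10 µM in the primary screen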;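 further: plate controls were DMSO with enzyme for no effect and no enzyme wells for full effect; values of inactives mirror those of a sister screen read the other way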
# A3A deaminase – human APOBEC3A DNA deaminase inhibition; hit rate 0.41% among 330,000; inhibition, % at 20 µM; recombinant A3A, FAM/TAMRA ssDNA deamination fluorescence;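 active means at least 40% inhibition at 20 µM here, with at most 30% in a related deaminase screen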;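 further: plate controls were A3A with DMSO for no effect and wells lacking A3A enzyme for full effect; some results filed as inactive read as strong as hits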
# Target sequence (P31941 whole entry, looked up): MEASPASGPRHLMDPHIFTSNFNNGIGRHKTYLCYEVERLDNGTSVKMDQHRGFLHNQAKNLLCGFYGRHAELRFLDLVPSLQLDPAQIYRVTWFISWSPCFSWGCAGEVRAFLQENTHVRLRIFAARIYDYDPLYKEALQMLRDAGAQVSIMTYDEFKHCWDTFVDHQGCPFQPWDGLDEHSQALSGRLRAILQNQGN
# mIAP activ – mouse IAP activation. muIAP, CDP-Star luminescence, 30 min; active compounds read high; 1 = vehicle-only enzyme signal, 0 = enzyme-free wells. activation factor at 10 µM. hit rate 0.24% among 330,000. AID 2805;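 active means activation factor of at least 2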; further: the source names both 10 and 20 µM as test concentration; values of inactives mirror those of a sister screen read the other way
#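 Assay system: mouse IAP enzyme; Reagent: CDP-Star chemiluminescent phosphatase substrate; Compound: DMSO-dissolved test compounds; Incubation: 30 min, room temperature; Technique: luminescence from enzymatic CDP-Star hydrolysis; Controls: DMSO-only wells and no-enzyme negative control.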
# ATG4B inh – blocks human ATG4B protease cleavage of LC3 substrate; Q9Y4P1; ATG4B cleavage of LC3-PLA2, NBD-HPC fluorescence, 1 h; inhibition, % at 8.33 µM; hit rate 0.51% among 340,000; AID 504462; in the data active means inhibition above about 40%
# Target sequence (Q9Y4P1 whole entry, looked up): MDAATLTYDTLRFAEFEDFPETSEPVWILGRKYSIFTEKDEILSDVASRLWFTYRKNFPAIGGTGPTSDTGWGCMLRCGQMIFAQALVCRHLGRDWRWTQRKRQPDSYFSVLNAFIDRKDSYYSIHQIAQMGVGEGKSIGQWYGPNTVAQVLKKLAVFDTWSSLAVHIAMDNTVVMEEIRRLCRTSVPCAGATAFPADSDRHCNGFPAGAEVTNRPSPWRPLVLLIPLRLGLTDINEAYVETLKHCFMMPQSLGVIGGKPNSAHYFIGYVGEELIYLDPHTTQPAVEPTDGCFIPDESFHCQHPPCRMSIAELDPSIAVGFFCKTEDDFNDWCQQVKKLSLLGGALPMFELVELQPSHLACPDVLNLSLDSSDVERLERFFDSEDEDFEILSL
# hIAP act – increases human intestinal alkaline phosphatase activity; P09923; purified human IAP, CDP-Star luminescence, 30 min; active compounds read high; 1 = vehicle-only enzyme, 0 = enzyme-free background; activation factor at 10 µM; hit rate 0.16% among 330,000;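 active means activation factor of the enzyme at least 2-fold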; further: the source names both 10 and 20 µM as test concentration; values of inactives mirror those of a sister screen read the other way
# Target sequence (P09923 whole entry, looked up): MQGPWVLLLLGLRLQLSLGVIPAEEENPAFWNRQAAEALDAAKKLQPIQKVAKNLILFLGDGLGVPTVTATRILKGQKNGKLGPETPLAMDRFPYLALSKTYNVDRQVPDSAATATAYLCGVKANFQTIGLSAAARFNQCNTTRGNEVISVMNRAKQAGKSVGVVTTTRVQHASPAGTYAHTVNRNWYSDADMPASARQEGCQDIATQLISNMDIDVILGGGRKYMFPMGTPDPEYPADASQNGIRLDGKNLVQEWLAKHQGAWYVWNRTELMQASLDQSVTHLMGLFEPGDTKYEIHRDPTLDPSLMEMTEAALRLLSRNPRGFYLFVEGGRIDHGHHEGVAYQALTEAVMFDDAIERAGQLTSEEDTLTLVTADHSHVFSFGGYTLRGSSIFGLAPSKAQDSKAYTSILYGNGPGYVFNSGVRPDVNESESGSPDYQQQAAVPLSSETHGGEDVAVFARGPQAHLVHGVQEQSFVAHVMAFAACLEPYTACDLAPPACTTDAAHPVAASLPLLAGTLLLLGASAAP
# hIAP block – blocks human intestinal alkaline phosphatase; P09923; purified IAP, CDP-Star luminescence, 30 min; inhibition, % at 10 µM; hit rate 0.12% among 330,000; AID 2544;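 active means inhibition reaching a set limit with compound at 10 µM in the primary screen, cut at about 35% in these data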;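 further: plate controls were DMSO wells with enzyme for no effect and no-enzyme buffer wells for full effect; values of inactives mirror those of a sister screen read the other way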
# Active calls of the source: *.
# Abbreviations – A = HKDC1 inhibitor; B = PfGluPho inh; C = mIAP block; D = A3A deaminase; E = mIAP activ; F = ATG4B inh; G = hIAP act; H = hIAP block
COCCC1CCCCN1C(=O)c1ccc(OC2CCN(C(C)=O)CC2)c(OC)c1 (stereo not given)
  A: 1.8	B: -1.2	C: -8.8	D: -5.8	E: 1.09	F: -2.7	G: 0.972	H: 2.8
CC(C)CNC(=O)COC(=O)Cc1ccc(Cl)cc1
  A: -1.9	B: 15.3	C: 1.1	D: -0.8	E: 0.989	F: -2.3	G: 0.938	H: 6.2
COC(=O)[C@]1(C)N[C@H](CN(C)S(=O)(=O)c2ccccc2)[C@@H]2C(=O)N(Cc3ccccc3)C(=O)[C@@H]21
  A: 1.5	B: -1.5	C: 4.6	D: 1.3	E: 0.954	F: -0.4	G: 0.957	H: 4.3
CCOC(=O)c1sc(NC(=O)CSc2nc(C)cc(C)c2C#N)c(C#N)c1C
  A: 4.5	B: -8.7	C: 0.9	D: -1.3	E: 0.991	F: -6.9	G: 0.962	H: 3.8
Cc1ccc(C(=O)Nc2ccccc2-c2ccccc2)cc1[N+](=O)[O-]
  A: -0.7	B: 16.2	C: 1.7	D: 5.6	E: 0.983	F: 26.7	G: 0.897	H: 10.3
O=C(C1CCN(c2ncnc3c2nc2n3CCCCC2)CC1)N1CCN(c2ccccc2F)CC1
  A: 1.4	B: -3.6	C: -14.2	D: 4.3	E: 1.14	F: 12.9	G: 0.886	H: 11.4
NC(=O)C1CCN(C(=O)CCC(=O)c2ccc(Br)cc2)CC1
  A: -1.4	B: 1.1	C: -4.9	D: -3.0	E: 1.05	F: -8.9	G: 0.969	H: 3.1
CCN(CCCNC(=O)C1CCN(S(=O)(=O)N2CCC3(CC2)OCCO3)CC1)c1ccccc1
  A: 1.3	B: -8.9	C: -3.4	D: -3.3	E: 1.03	F: -0.2	G: 1.03	H: -2.8
C=CCNc1oc(-c2ccc(OCC)cc2)nc1C#N
  A: -1.5	B: 10.3	C: -11.4	D: -4.1	E: 1.11	F: -4.4	G: 1.07	H: -6.8
COc1cc2cc(C(=O)NCCc3ccccc3)[nH]c2cc1OC
  A: 3.0	B: 4.4	C: -14.9	D: 2.1	E: 1.15	F: -7.2	G: 1.03	H: -3.4
CCOc1cc(/C=N/N2C(=O)NC3(CCCCC3)C2=O)cc(Br)c1O
  A: -13.6	B: -5.9	C: -6.1	D: -2.6	E: 1.06	F: -6.6	G: 1.16	H: -15.8
CCCn1nc(C(=O)Nc2nnc(C3CC3)s2)c2ccccc2c1=O
  A: -3.8	B: -12.5	C: 6.1	D: 3.4	E: 0.939	F: 3.5	G: 0.994	H: 0.6
O=C(Cn1nnc(-c2ccc(Cl)cc2)n1)NCCC1=CCCCC1
  A: -4.8	B: -9.9	C: -11.2	D: 0.7	E: 1.11	F: 4.8	G: 1.21	H: -20.8
COc1ccc(OC)c(S(=O)(=O)NCC(c2ccc3c(c2)OCO3)N2CCOCC2)c1 (stereo not given)
  A: -3.0	B: 0.2	C: -5.7	D: -1.6	E: 1.06	F: -5.2	G: 1.1	H: -10.3
CN(C)S(=O)(=O)c1cc(C(=O)NCc2ccccc2)c(Cl)cc1Cl
  A: -8.2	B: -3.9	C: 3.7	D: -0.5	E: 0.963	F: -11.4	G: 0.989	H: 1.1

# Fetched one by one from the entries so far, 4 records:
# Abbreviations – A = HKDC1 inhibitor; B = PfGluPho inh; C = mIAP block; D = A3A deaminase; E = mIAP activ; F = ATG4B inh; G = hIAP act; H = hIAP block
O=C(C1CCN(c2ncnc3c2nc2n3CCCCC2)CC1)N1CCN(c2ccccc2F)CC1
  A: 1.4	B: -3.6	C: -14.2	D: 4.3	E: 1.14	F: 12.9	G: 0.886	H: 11.4
NC(=O)C1CCN(C(=O)CCC(=O)c2ccc(Br)cc2)CC1
  A: -1.4	B: 1.1	C: -4.9	D: -3.0	E: 1.05	F: -8.9	G: 0.969	H: 3.1
CCOc1cc(/C=N/N2C(=O)NC3(CCCCC3)C2=O)cc(Br)c1O
  A: -13.6	B: -5.9	C: -6.1	D: -2.6	E: 1.06	F: -6.6	G: 1.16	H: -15.8
COCCC1CCCCN1C(=O)c1ccc(OC2CCN(C(C)=O)CC2)c(OC)c1 (stereo not given)
  A: 1.8	B: -1.2	C: -8.8	D: -5.8	E: 1.09	F: -2.7	G: 0.972	H: 2.8

# (cont.)
# Abbreviations – A = HKDC1 inhibitor; B = PfGluPho inh; C = mIAP block; D = A3A deaminase; E = mIAP activ; F = ATG4B inh; G = hIAP act; H = hIAP block
Cc1ccc(OCC(=O)Nc2ccncc2)c(C)c1
  A: -1.7	B: 1.8	C: 4.5	D: -4.2	E: 0.955	F: 5.1	G: 1.14	H: -13.9
CC(=NCc1ccco1)c1c(C)[nH]n(-c2nc3ccccc3s2)c1=O
  A: -2.7	B: 12.5	C: -1.7	D: -4.2	E: 1.02	F: -7.6	G: 0.898	H: 10.2
CCOCCCNC(=S)N(CCN(C)C)Cc1cc2cc3c(cc2[nH]c1=O)OCCO3
  A: -6.0	B: 3.3	C: 8.3	D: 2.1	E: 0.917	F: -2.2	G: 1.22	H: -21.6
O=C(CP(=O)(c1ccccc1)c1ccccc1)N1CCOCC1
  A: -7.0	B: -4.6	C: 0.3	D: 1.6	E: 0.997	F: -9.5	G: 0.915	H: 8.5
CCN(CC)C(=O)CN(c1ccc(C)cc1)S(=O)(=O)c1ccc(SC)cc1
  A: -1.4	B: 10.0	C: -10.0	D: 0.5	E: 1.1	F: -18.9	G: 1.28	H: -28.3
Cc1cc(C(=O)Nc2cc(C)on2)on1
  A: -6.7	B: 5.8	C: 3.1	D: -4.9	E: 0.969	F: -4.1	G: 1.08	H: -7.9
Cc1ccc(C(=O)NCC(=O)OCc2nnc(-c3ccccc3)o2)cc1
  A: -7.3	B: -0.7	C: 5.0	D: 4.0	E: 0.95	F: 0.1	G: 0.958	H: 4.2
CC(=O)N1CCN(c2ccc(NC(=O)c3cc4ccccc4o3)cc2)CC1
  A: -1.1	B: 11.9	C: -10.8	D: 3.2	E: 1.11	F: -3.5	G: 1.17	H: -16.5
CCCC12CN(C(=O)c3ccc(OC)cc3)CC(C)(CN(C(=O)c3ccc(OC)cc3)C1)C2=O
  A: -3.1	B: 5.8	C: -8.8	D: -1.6	E: 1.09	F: -0.1	G: 1.01	H: -1.4
O=C(c1cc(-c2cccc(Br)c2)nc2ccccc12)N1CCCC1
  A: 0.7	B: 4.5	C: 7.0	D: 3.3	E: 0.93	F: -8.1	G: 1.07	H: -7.2
Cc1cc(SCC#N)n2nc(C)c(-c3ccc(Cl)cc3)c2n1
  A: -6.5	B: 4.8	C: 9.1	D: 2.0	E: 0.909	F: -9.0	G: 0.969	H: 3.1
COc1ccccc1C(=O)NC(=O)CSc1nnc2ccccn12
  A: -0.8	B: 4.8	C: -12.1	D: -1.2	E: 1.12	F: -3.2	G: 0.914	H: 8.6
Cc1cc(C(=O)CSc2nnc(-c3ccc(F)cc3)o2)c(C)n1CC1COc2ccccc2O1 (stereo not given)
  A: 7.4	B: -7.7	C: 6.8	D: 0.8	E: 0.932	F: 7.0	G: 1.11	H: -10.7
CC12CC(O)C3c4ccc(O)cc4CCC3C1CC/C2=N\O (stereo not given)
  A: 0.4	B: -19.0	C: 2.5	D: 51.2*	E: 0.975	F: 1.4	G: 0.993	H: 0.7
Cn1c(=O)oc2cc(S(=O)(=O)NC3CCCCCCC3)ccc21
  A: 2.6	B: -18.3	C: -6.3	D: -5.5	E: 1.06	F: 1.8	G: 1.02	H: -1.8

# Taken from above.
# Reading for `Cc1cc(SCC#N)n2nc(C)c(-c3ccc(Cl)cc3)c2n1` under mIAP activ: 0.909
# Reading for `Cc1ccc(C(=O)NCC(=O)OCc2nnc(-c3ccccc3)o2)cc1` under HKDC1 inhibitor: -7.3
# Reading for `COc1ccccc1C(=O)NC(=O)CSc1nnc2ccccn12` under HKDC1 inhibitor: -0.8
# Reading for `Cc1cc(C(=O)Nc2cc(C)on2)on1` under ATG4B inh: -4.1
# Reading for `CC(=O)N1CCN(c2ccc(NC(=O)c3cc4ccccc4o3)cc2)CC1` under hIAP act: 1.17

# (more compounds)
# Abbreviations – A = HKDC1 inhibitor; B = PfGluPho inh; C = mIAP block; D = A3A deaminase; E = mIAP activ; F = ATG4B inh; G = hIAP act; H = hIAP block
Cc1ccc2nc(SCC(=O)N3CC(C)OC(C)C3)nc(=O)n2c1 (stereo not given)
  A: -5.1	B: -3.4	C: -5.4	D: -4.4	E: 1.05	F: -4.0	G: 0.97	H: 3.0
CCOC(=O)Cc1csc(NC(=O)c2c(C)noc2C)n1
  A: -9.7	B: -18.5	C: 4.7	D: -2.9	E: 0.953	F: 2.0	G: 0.968	H: 3.2
CN1CCN(CCCNC(=O)C2CC(=O)N(C3CCCCC3)C2)CC1 (stereo not given)
  A: -6.7	B: -8.0	C: 8.4	D: -4.7	E: 0.916	F: 0.4	G: 0.932	H: 6.8
COc1ccc(-c2nc3c4ccccc4[nH]c(=O)n3n2)cc1
  A: 1.8	B: 24.7	C: -0.1	D: 1.4	E: 1	F: -15.8	G: 0.943	H: 5.7
COC(=O)c1ccccc1NC(=O)Cn1cc(Br)cn1
  A: -12.3	B: -17.1	C: -2.0	D: 0.3	E: 1.02	F: -3.1	G: 1.11	H: -11.0
CCOc1cc(S(=O)(=O)NCc2ccncc2)ccc1Cl
  A: 11.8	B: 1.5	C: 5.6	D: -4.9	E: 0.944	F: 1.3	G: 0.929	H: 7.1
Fc1ccc(-n2nnnc2-c2ccccc2Cl)cc1
  A: -3.3	B: 41.0	C: 5.8	D: -3.8	E: 0.942	F: -11.3	G: 1.09	H: -9.4
N#CC1=C(N)N(c2ccc(Oc3ccccc3)cc2)C(=O)C1
  A: 4.7	B: -4.6	C: 7.7	D: -2.4	E: 0.923	F: 4.7	G: 0.848	H: 15.2
O=c1[nH]cnc2c1cnn2Cc1ccccc1
  A: -4.1	B: -24.5	C: -2.2	D: 0.3	E: 1.02	F: -1.5	G: 0.937	H: 6.3
Cc1ccc(-c2nnc(Nc3ccc4c(c3)OCO4)c3ccccc23)cc1S(=O)(=O)NCCO
  A: 4.0	B: 38.8	C: 2.6	D: -3.3	E: 0.974	F: -6.0	G: 0.947	H: 5.3
Cc1ccc(/C=N/NC(=O)Cn2nc(C)c([N+](=O)[O-])c2C)o1
  A: 2.1	B: -0.4	C: -2.7	D: 0.9	E: 1.03	F: 5.8	G: 1.03	H: -2.7
COc1cc(NC(=O)c2nnn(Cc3ccc(SC)cc3)c2N)cc(OC)c1
  A: 0.7	B: 24.0	C: -3.9	D: -2.5	E: 1.04	F: 0.9	G: 0.978	H: 2.2
COC(=O)CCC(=O)NC1CC(C)(C)Cc2c1cnn2-c1ccc(F)cc1 (stereo not given)
  A: -5.6	B: -4.0	C: -2.5	D: 1.3	E: 1.02	F: -4.6	G: 1.27	H: -26.7
Cc1ccc(Cl)c(OCC(=O)Nc2ccc(S(=O)(=O)NC3=NCCCCC3)cc2)c1
  A: 0.1	B: -3.0	C: -5.9	D: 4.2	E: 1.06	F: -3.1	G: 1	H: 0.0
CC1C(=O)Nc2ccc(S(=O)(=O)N3CCc4ccccc4C3)cc2NC1=O (stereo not given)
  A: 9.2	B: -7.4	C: 4.4	D: 0.0	E: 0.956	F: 1.9	G: 1.12	H: -11.7
O=C(CN1C(=O)NC2(CCCc3ccccc32)C1=O)NCCc1ccc(F)cc1 (stereo not given)
  A: -5.9	B: -1.0	C: 0.6	D: -4.0	E: 0.994	F: -10.1	G: 0.894	H: 10.6
CCCCCC(=O)NNC(=O)c1c(O)c2ccccc2n(CC)c1=O
  A: -6.2	B: -16.3	C: 2.5	D: 1.1	E: 0.975	F: -2.2	G: 1.34	H: -33.7
COc1ccccc1S(=O)(=O)Nc1ccc(S(=O)(=O)Nc2nccs2)cc1
  A: -5.1	B: -2.7	C: 3.2	D: -4.6	E: 0.968	F: -7.8	G: 0.953	H: 4.7
